High-throughput results: PubChem, several laboratories
GPR55 LPI antagonism: GPR55 antagonists blocking LPI-driven arrestin recruitment, primary screen, imaging, U2OS, beta-arrestin-GFP, LPI agonist (AID 2013); one-dose inhibition, % at 10 µM; IC50 in µM for titrated hits; 290,000 compounds, 0.13% hits; U2OS GPR55 beta-arrestin-GFP translocation imaging, LPI antagonism; higher % means a stronger effect;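 active means spots per cell inhibited over 60%, with over 100 cells counted and total cytoplasm intensity under 500,000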;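 further: U2OS cells stably carrying GPR55 and arrestin-GFP stimulated by 5 µM LPI near EC80; imaged beta-arrestin-GFP aggregate spots per cell after agonist stimulation; plate controls were LPI-stimulated DMSO wells for no effect and DMSO wells without LPI for full effect; some results filed as inactive read as strong as hits; confirmed hits need IC50 under 10 µM and bright autofluorescent wells are also inconclusive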
MgcRacGAP inhibition: MgcRacGAP GTPase-activating activity inhibitors, confirmation, biochemical, ADP Hunter fluorescence. AID 624330. MgcRacGAP-stimulated Rac1 GTP hydrolysis, ADP Hunter fluorescence; higher % means a stronger effect; GST-tagged Rac1 F28L mutant substrate. 340,000 compounds, 0.6% hits. inhibition, % at 30 µM, or IC50 in µM where a hit was titrated;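 active means first-screen hits whose inhibition reached a set limit at any dose in the follow-up dose series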;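 further: fluorescence reports GDP produced by GAP-driven GTP hydrolysis; strong numbers were not always called active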
NOD1 inhibition: NOD1 signaling inhibitors, primary screen, cell-based, luminescence, uHTS (AID 1578) | inhibition, % at 4 µM; hits with a dose series show EC50 in µM | NOD1-driven NF-kB luciferase reporter cells, luminescence; higher % means a stronger effect | 290,000 compounds, 1% hits; in the data active means inhibition mostly above about 36%, no sharp cut-off; inactive means mostly below about 34%;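 further: HEK-293T reporter cells stimulated with the NOD1 agonist gamma-tri-DAP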
KOR beta-arrestin-1: kappa opioid receptor blockers – cell-based, luminescence, uHTS (AID 1778); KOR beta-arrestin recruitment, luminescence, antagonist mode; higher % means a stronger effect; inhibition, % at 10 µM, or IC50 in µM where a hit was titrated; 290,000 compounds, 0.091% hits; further: strong numbers were not always called active
SV40 large T antigen: TAg ATPase/helicase activity blockers – biochemical (AID 1903). SV40 large T antigen ATPase/helicase inhibition assay; higher % means a stronger effect. 310,000 compounds, 0.39% hits. one-dose inhibition, % at 20 µM; IC50 in µM for titrated hits; in the data active means a potency from the dose series; further: strong numbers were not always called active
HIV peptide binding: cell-free HIV fusion peptide-binding blockers – biochemical, uHTS, fluorescence dequenching, primary screen (AID 1986); inhibition, % at 20 µM; hits with a dose series show IC50 in µM; 290,000 compounds, 0.3% hits; cell-free peptide binding, fluorescence dequenching, 30 min; higher % means a stronger effect; in the data active means inhibition mostly above about 52%, no sharp cut-off; inactive means mostly below about 76%; further: some results filed as inactive read as strong as hits
KOR beta-arrestin-2: kappa opioid receptor activators – cell-based, luminescence, uHTS, primary screen (AID 1777) | KOR beta-arrestin recruitment, luminescence; higher % means a stronger effect | activation, % at 10 µM, or EC50 in µM where a hit was titrated | 280,000 compounds, 0.02% hits; in the data active means activation above about 50%, passing the limit was not always enough; further: a part of the inactive calls stands beside numbers as strong as those of hits
GPR55 beta-arrestin: selective activators of receptor GPR55 – imaging, U2OS cells, beta-arrestin-GFP redistribution, primary screen (AID 1961); U2OS GPR55 beta-arrestin-GFP redistribution imaging; higher % means a stronger effect; activation, % at 10 µM, or EC50 in µM where a hit was titrated; 290,000 compounds, 0.048% hits;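 active means activation above 40% with more than 50 cells counted in the well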;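 further: U2OS osteosarcoma cells stably expressing GPR55 and beta-arrestin-GFP; plate controls were DMSO negative control for no effect and LPI positive control for full effect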
NOD2 inhibition: inhibition of NOD2-driven NF-kB reporter – cell-based, luminescence, uHTS, HEK293 (AID 1566). HEK293 NOD2/NF-kB luciferase reporter, luminescence; higher % means a stronger effect. inhibition, % at 4 µM, or EC50 in µM where a hit was titrated. 290,000 compounds, 0.63% hits; further: many of its hits are not listed in these tables
An asterisk follows results filed as active; nt = not tested or not shown; [ ] = dose if it differs, or a comment. Unless noted, no stated cut-off is given here; in the data, active means inhibition above about 50%; inactive means the rest.

SMILES	GPR55 LPI antagonism	MgcRacGAP inhibition	NOD1 inhibition	KOR beta-arrestin-1	SV40 large T antigen	HIV peptide binding	KOR beta-arrestin-2	GPR55 beta-arrestin	NOD2 inhibition
COc1ccc(NCc2nnc(SCC(=O)c3ccc(OC)cc3)n2C)cc1	6%	2%	-14%	-12%	21%	-2.2%	1.1%	-0.1%	-16%
CCOc1ccccc1NC(=O)CSc1ccccc1	14%	8%	-14%	8%	-7%	-1.7%	4.8%	0.3%	7%
Cc1ccc(-c2cc3ccccc3nc2N)cc1	13%	nt	2%	-6%	13%	3.2%	1.8%	0.0%	-31%
O=C(CCc1ccc(S(=O)(=O)N2CCOCC2)cc1)N1CCN(Cc2ccc3c(c2)OCO3)CC1	-13%	10%	-3%	-21%	2%	0.7%	-6.6%	-0.1%	-26%
O=C(CSc1nc2ccccc2o1)N1CCN(S(=O)(=O)c2ccc3ccccc3c2)CC1	16%	9%	25%	15%	6%	0.4%	2.0%	0.1%	21%
CCCC(c1nnnn1CC(=O)OCC)N(Cc1cc2ccc(C)cc2[nH]c1=O)C1CCCC1 (stereo not drawn)	9%	2%	-11%	19%	14%	1.7%	1.1%	0.8%	-17%
CCN(CC)c1nc2ccccc2nc1-n1nc(C)cc1C	15%	12%	-2%	12%	12%	2.2%	4.7%	0.0%	-1%
CC(Sc1nnnn1-c1ccccc1)C(=O)Nc1ccc(Cl)cn1 (stereo not drawn)	9%	11%	9%	-14%	3%	-0.9%	-1.2%	0.2%	7%
Clc1ccc(-c2csc(Nc3ccccc3)[n+]2Cc2ccco2)c(Cl)c1	-7%	5%	-45%	10%	9%	2.2%	-3.1%	0.2%	-63%
COc1cc2c(cc1OC)CN(C(=O)CN1CCN(S(=O)(=O)c3ccccc3Br)CC1)CC2	-1%	15%	-22%	-12%	11%	1.2%	9.6%	-0.2%	-7%
COc1ccc(OC)c(S(=O)(=O)N2CCCC2C(=O)NC(C)c2ccccc2)c1 (stereo not drawn)	7%	10%	-9%	-10%	6%	1.8%	-0.2%	-0.1%	-8%
Fc1cccc(CSc2ccc(-c3ccc4c(c3)OCO4)nn2)c1	5%	9%	-46%	14%	6%	4.7%	-2.9%	0.1%	-123%
COc1ccc(CN2CC(C(=O)NCCCN3CCCCC3)CC2=O)cc1 (stereo not drawn)	10%	4%	-12%	36%	7%	1.8%	-1.3%	-0.2%	7%
COc1ccc(S(=O)(=O)N(C)C)cc1NC(=O)CCCSc1ccccc1	3%	1%	-22%	-10%	24%	-0.3%	0.4%	-0.2%	-6%
Cn1c(-c2c(N)n(CCCc3ccccc3)c3nc4ccccc4nc23)nc2ccccc21	18%	7%	-6%	-9%	14%	2.6%	-0.6%	-0.1%	5%
CCCn1nnc(NC(=O)c2ccccc2Cl)n1	6%	12%	-25%	1%	-1%	1.4%	4.8%	0.6%	-6%
CCOCc1c(C(=O)OCC(=O)/C(C#N)=C(\C)N)oc2ccccc12	-7%	5%	0%	-20%	12%	-1.2%	-0.8%	0.3%	10%
COc1ccccc1CCNC(=O)c1cc(-c2ccncc2)nc2ccc(Br)cc12	10%	-2%	-19%	-39%[20 µM]	-2%	4.9%	-6.6%	0.5%	2%
Cc1ccc(NC(=O)C2(c3ccccc3)CCOCC2)cc1	-6%	-1%	-34%	-30%[20 µM]	22%	-0.7%	nt	-0.2%	-6%
Cc1cc(C)cc(NC(=S)N2CCC(N(C)CC3CCCO3)CC2)c1 (stereo not drawn)	-2%	12%	-5%	-19%	8%	-1.2%	0.5%	0.5%	-4%
Cc1ccccc1C(=O)N1CCC(C(=O)NC2CCCCCC2)CC1	3%	8%	-1%	-6%	3%	-0.3%	-5.4%	-0.1%	15%
COc1ccc(NC(=O)C2CCN(S(=O)(=O)c3ccc4c(c3)CC(C)N4C(C)=O)CC2)c(OC)c1 (stereo not drawn)	1%	2%	4%	-65%	1%	1.3%	-0.4%	-0.1%	14%
CCNC(=O)NC(=O)C(C)Oc1ccc(Br)cc1Br (stereo not drawn)	9%	12%	-31%	13%	5%	-2.3%	-5.2%	0.6%	-24%
Cc1ccc(-c2ccc3nnc(SCC(=O)NCC4CCCO4)n3n2)cc1 (stereo not drawn)	11%	5%	-15%	-1%	11%	1.1%	-3.7%	-0.6%	20%
N=c1c2c(-c3ccccc3)c(-c3ccccc3)n(Cc3ccccc3)c2ncn1CCCn1ccnc1	18%	5%	-41%	-42%	8%	-2.6%	4.8%	-0.1%	10%
(more compounds)
SMILES	GPR55 LPI antagonism	MgcRacGAP inhibition	NOD1 inhibition	KOR beta-arrestin-1	SV40 large T antigen	HIV peptide binding	KOR beta-arrestin-2	GPR55 beta-arrestin	NOD2 inhibition
Cn1cc(CN2CCN(CCc3ccccc3)C(CCO)C2)cn1 (stereo not drawn)	-1%	2%	-12%	-1%	3%	-1.1%	-6.3%	0.1%	4%
CCn1c(C)c(P(c2ccccc2)c2ccccc2)[n+]2ccccc12	4%	-2%	9%	-6%	-1%	-1.7%	1.0%	1.3%	10%
CC(C)CCN1NC2(CCC(C)CC2)NC1=S (stereo not drawn)	8%	9%	12%	37%	9%	-3.6%	1.9%	-0.1%	-20%
COC(=O)C1CC(O)CN1C(=O)Nc1ccccc1 (stereo not drawn)	6%	-6%	-22%	17%	4%	-1.5%	-4.9%	1.2%	24%
CC(C)CCNC(=O)C1CCN(Cc2cccc(OCc3ccccc3)c2)CC1	20%	22%	38%	-66%[20 µM]	5%	1.7%	5.8%	-0.1%	-20%
COc1ccc(NC(=O)CSc2nnc(CN3CCOCC3)n2C)cc1Cl	5%	5%	-15%	-1%	1%	-1.2%	0.8%	0.6%	5%
C=CCNC(=O)COC(=O)c1ccc(C)c(NC(=O)c2ccco2)c1	13%	9%	-6%	3%	-2%	-1.5%	-2.4%	-0.2%	4%
CCOc1ccccc1NC(=O)C(=O)N/N=C/c1ccc([N+](=O)[O-])cc1	-22%	5%	-34%	-121%	14%	0.0%	80%	-0.1%	12%
O=C(CSc1ncnc2c1nnn2Cc1ccc(F)cc1)NC1CCCCC1	1%	-5%	-25%	17%	-8%	0.3%	-2.4%	0.1%	0%
O=C(NC1CCCC1)c1ccc(COCC(F)(F)C(F)F)o1	-1%	2%	-18%	18%	16%	0.6%	1.4%	0.2%	-7%
C=CCNS(=O)(=O)c1ccc(OCC(=O)OCC)cc1	8%	1%	-15%	17%	11%	1.3%	-2.5%	-0.2%	9%
CCCOc1ccc(Cn2c(C)nc([N+](=O)[O-])c2SCC(O)COC)cc1[N+](=O)[O-] (stereo not drawn)	-6%	5%	6%	-8%	10%	0.3%	3.1%	0.2%	-6%
CCC(=O)Nc1ccc(S(=O)(=O)Nc2c(C)nc3nc[nH]n3c2=O)cc1	-1%	6%	-18%	-25%	3%	1.3%	1.7%	0.2%	10%
CC(=O)c1cccc(NC(=O)C2CC(=O)N(CCc3ccccc3)C2)c1 (stereo not drawn)	6%	1%	-1%	-6%	9%	-1.6%	3.7%	-0.3%	13%
CSc1sc(C)cc1C1C(C#N)=C(N)N(c2cccnc2)C2=C1C(=O)CC(C)(C)C2 (stereo not drawn)	29%	-9%	-3%	2%	5%	-2.9%	0.7%	-0.2%	13%
COc1c2c(cc3oc(=O)ccc13)OC(C)(C)C=C2	8%	3%	-8%	7%	20%	2.2%	3.7%	0.0%	-10%
Cc1ccc(C)c(C(=O)COC(=O)CN2C(=O)C3C4CCC(C4)C3C2=O)c1 (stereo not drawn)	1%	3%	-8%	-14%	-3%	-1.4%	-2.0%	-0.2%	-21%
Cc1c(N=Nc2c(-c3ccc([N+](=O)[O-])cc3)[nH]n(C(N)=S)c2=O)cccc1[N+](=O)[O-]	4%	9%	-1%	-62%	13%	34%	-0.5%	-0.1%	-24%
COC(=O)c1c(NC(=O)CN2CCN(c3ccccc3OC)CC2)c2c(C)cccc2n1C	7%	nt	-11%	14%	-3%	-1.8%	-3.3%	-0.2%	4%
O=C(COc1ccc2c(c1)oc(=O)c1ccccc12)N[C@@H](Cc1c[nH]c2ccccc12)C(=O)O	4%	8%	-27%	-20%[20 µM]	nt	17%	-0.7%	-0.1%	2%
Cc1ccc(S(=O)(=O)/N=S(\C)C(C)C)cc1 (stereo not drawn)	-5%	-2%	-27%	22%	4%	-1.6%	11%	0.0%	8%
O=C(c1ccccc1F)N1CCN(c2ccc([N+](=O)[O-])c(N3CCOCC3)c2)CC1	7%	8%	-1%	10%[20 µM]	-1%	-2.5%	nt	0.3%	-5%
Cc1ccc(C)c(NC(=O)c2ncn[nH]2)c1	14%	3%	4%	17%	6%	-3.8%	-2.9%	0.0%	6%
O=C(CSc1nnc(-c2ccccc2)o1)OCc1ccccc1	9%	7%	0%	-10%	7%	0.7%	-1.7%	0.5%	3%
Cc1ccc(-c2noc(CCC(=O)N3CCCC3)n2)cc1	10%	4%	-15%	-2%	1%	-2.4%	-5.6%	-0.3%	-12%
Remaining list, next part:
SMILES	GPR55 LPI antagonism	MgcRacGAP inhibition	NOD1 inhibition	KOR beta-arrestin-1	SV40 large T antigen	HIV peptide binding	KOR beta-arrestin-2	GPR55 beta-arrestin	NOD2 inhibition
O=C(Nc1cccnc1)c1cn(-c2ccccc2)nc1-c1cccs1	8%	18%	-30%	-12%	-1%	48%	9.3%	-0.2%	-10%
COc1ccc(Cl)cc1NC(=O)CN1CCC(n2nnc3ccccc32)CC1	19%	4%	-18%	11%	4%	3.0%	-1.8%	1.1%	1%
O=S(=O)(NCc1ccc2c(c1)OCO2)c1ccccc1F	-12%	7%	43%	0%	1%	-0.8%	1.2%	-0.2%	3%
S=C(NCCc1ccncc1)Nc1ccccc1	-2%	0%	-31%	-78%[20 µM]	3%	1.8%	-1.8%	-0.1%	14%
Cc1cccc2c3nc4ccccc4nc3n(CCCN3C(=O)c4ccccc4C3=O)c12	9%	-6%	7%	-15%	8%	-1.4%	3.0%	0.5%	4%
CS(=O)(=O)Oc1ccc2c(c1)O/C(=C\C=C\c1ccccc1)C2=O	-7%	12%	-3%	4%	8%	3.8%	-2.3%	0.0%	1%
Nc1nc(Oc2ccc(F)cc2)c(Br)c(=O)[nH]1	6%	0%	6%	-46%[20 µM]	4%	0.0%	-1.1%	0.2%	10%
O=C(O)CSCC(=O)NCc1csc2ccc(Cl)cc12	-8%	nt	0%	-22%	8%	-0.1%	5.9%	0.0%	10%
O=C(CNC(=O)c1ccc(S(=O)(=O)N2CCCC2)cc1)N/N=C/c1ccco1	5%	-17%	-31%	-16%	2%	-1.4%	-0.5%	-0.4%	2%

Quoted from the listing.
In KOR beta-arrestin-2, Cc1cccc2c3nc4ccccc4nc3n(CCCN3C(=O)c4ccccc4C3=O)c12 reads 3.0%
In KOR beta-arrestin-2, O=C(CNC(=O)c1ccc(S(=O)(=O)N2CCCC2)cc1)N/N=C/c1ccco1 reads -0.5%
In GPR55 LPI antagonism, O=C(O)CSCC(=O)NCc1csc2ccc(Cl)cc12 reads -8%

The list is partial, so the mix of outcomes need not match the whole.
